CHRM4 agonist – agonists of human muscarinic M4 receptor (CHRM4). activation, % at 3 µM. hit rate 0.14% among 360,000. CHO-K1 hM4/Gqi5, Fluo-8 calcium fluorescence; vehicle 0%, full acetylcholine response 100%. P08173. AID 624127;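 active means activation above the run mean over all test wells plus 3 SD, cut at about 32% in these data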;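 further: peak over basal fluorescence ratio per well then scaled between controls; 0% = DMSO wells and 100% = acetylcholine at EC100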
Target sequence (P08173 whole entry, looked up): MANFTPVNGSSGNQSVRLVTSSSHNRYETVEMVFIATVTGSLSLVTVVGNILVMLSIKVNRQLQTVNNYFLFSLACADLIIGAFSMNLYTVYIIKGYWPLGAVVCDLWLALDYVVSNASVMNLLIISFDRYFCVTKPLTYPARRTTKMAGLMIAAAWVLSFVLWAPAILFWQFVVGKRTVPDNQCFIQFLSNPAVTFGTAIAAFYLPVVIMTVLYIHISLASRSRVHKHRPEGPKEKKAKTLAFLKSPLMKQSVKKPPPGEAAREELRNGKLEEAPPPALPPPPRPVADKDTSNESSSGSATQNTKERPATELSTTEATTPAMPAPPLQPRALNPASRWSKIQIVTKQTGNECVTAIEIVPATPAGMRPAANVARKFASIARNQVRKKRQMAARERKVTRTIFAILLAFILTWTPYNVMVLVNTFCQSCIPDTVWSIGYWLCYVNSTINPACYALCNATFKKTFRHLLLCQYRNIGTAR
CHRM4 PAM – potentiates acetylcholine response at human M4 receptor. activation, % at 3 µM. P08173. CHO-K1 hM4/Gqi5, Fluo-8 calcium fluorescence, ACh EC20; 0% = ACh EC20, 100% = maximal ACh. hit rate 0.4% among 360,000;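 active means activation above its plate's cutoff, the mean activation of sample wells plus 3 SD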; further: some results filed as inactive read as strong as hits
CHO-K1 Ca PAM – M1 PAM counterscreen hit in parental CHO-K1 cells; ATP EC20, Fluo-8 calcium fluorescence; 0% at ATP EC20, 100% at ATP max; activation, % at 3 µM; hit rate 0.02% among 360,000; AID 602247;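 active means activation above the run cutoff, the mean activation of all test compounds plus 3 SD, cut at about 40% in these data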;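 further: peak over basal fluorescence ratio in a 140 s read after ATP addition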
M1 ag parental – counter-screen for M1 agonists: effect in parental CHO-K1 cells | hit rate 0.48% among 360,000 | AID 602248 | Fluo-8 calcium fluorescence; scaled to maximal ATP response, vehicle zero | activation, % at 3 µM; in the data active means activation above about 15%;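 further: untransfected CHO-K1 host cells lacking M1 receptor as counterscreen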
CHO-K1 Ca antag – nonselective inhibitor or artifact in parental CHO-K1 cells; ATP-induced calcium, Fluo-8 fluorescence; inhibition, % at 3 µM; hit rate 0.6% among 360,000; AID 602250;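 active means inhibition above a per-plate cutoff, the plate's mean sample inhibition plus 3 SD, cut at about 24% in these data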;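 further: 0% = DMSO plus EC80 ATP and 100% = DMSO alone without ATP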
M5 antag – antagonists of human muscarinic M5 receptor (CHRM5). CHO-hM5 cells, Fluo-8 calcium fluorescence, ACh EC80. inhibition, % at 3 µM. hit rate 0.59% among 360,000;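 active means inhibition above a per-plate cutoff, the mean of that plate's test compounds plus 3 SD, cut at about 27% in these data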;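 further: 0% = acetylcholine EC80 with DMSO and 100% = DMSO without agonist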
Target sequence (P08912 whole entry, looked up): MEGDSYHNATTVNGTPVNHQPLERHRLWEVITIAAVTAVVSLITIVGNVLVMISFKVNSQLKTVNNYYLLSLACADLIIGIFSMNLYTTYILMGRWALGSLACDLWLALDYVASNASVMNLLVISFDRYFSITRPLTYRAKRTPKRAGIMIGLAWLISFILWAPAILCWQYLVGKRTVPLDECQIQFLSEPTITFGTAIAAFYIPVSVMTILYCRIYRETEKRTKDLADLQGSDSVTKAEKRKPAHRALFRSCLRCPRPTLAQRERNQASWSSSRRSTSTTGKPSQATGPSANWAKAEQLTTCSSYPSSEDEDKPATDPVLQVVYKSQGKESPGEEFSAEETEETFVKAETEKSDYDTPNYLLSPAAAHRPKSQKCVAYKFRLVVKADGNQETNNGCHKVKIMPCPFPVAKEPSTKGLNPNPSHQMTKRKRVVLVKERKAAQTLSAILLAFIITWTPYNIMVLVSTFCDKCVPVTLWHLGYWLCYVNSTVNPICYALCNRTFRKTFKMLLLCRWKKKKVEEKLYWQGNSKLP
CHRM5 PAM – positive allosteric modulators of human muscarinic M5 receptor | activation, % at 3 µM | CHO-K1 hM5, Fluo-8 calcium, ACh EC20 PAM; 0% = ACh EC20, 100% = ACh EC100 | hit rate 0.3% among 360,000 | AID 624038 | P08912;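 active means activation above the run cutoff, the mean activation of all test compounds plus 3 SD, cut at about 18% in these data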
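Measured by: Fluo-8 calcium fluorescence; material: human M5 receptor in CHO-K1 cells; schedule: Post-acetylcholine fluorescence recording 140 s; benchmarks: low control EC20 acetylcholine (0%), high control EC100 acetylcholine (100%); read-out: Max/basal fluorescence ratio as % of EC20–EC100 ACh window; compound: single dose, 3 µM nominal final test concentration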
CHRM5 agonist – CHRM5 agonism in calcium assay; activation, % at 3 µM; hit rate 0.19% among 360,000; CHO-K1 hM5 cells, Fluo-8 calcium fluorescence; 0% DMSO wells, 100% maximal acetylcholine response; P08912;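 active means activation above the run's mean over test compounds plus 3 SD, cut at about 23% in these data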;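 further: signal is peak over basal fluorescence ratio across the kinetic read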
M4 antag – antagonists of human muscarinic M4 receptor (CHRM4) | inhibition, % at 3 µM | hit rate 0.73% among 360,000 | AID 624125 | P08173 | CHO-hM4 cells, ACh EC80, Fluo-8 calcium fluorescence;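 active means inhibition above its plate's cutoff, the mean inhibition of sample wells plus 3 SD, cut at about 27% in these data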;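 further: 0% = acetylcholine EC80 with DMSO and 100% = DMSO without agonist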
An asterisk follows results filed as active.

SMILES	CHRM4 agonist	CHRM4 PAM	CHO-K1 Ca PAM	M1 ag parental	CHO-K1 Ca antag	M5 antag	CHRM5 PAM	CHRM5 agonist	M4 antag
COc1ccc(S(=O)Cc2ccc(C(=O)NCc3cccc(OC)c3)o2)cc1 (centres undefined)	4	-7	19	2.8	-15	1	-1	-2	0
O=C(Nc1cccc(S(=O)(=O)N2CCCCC2)c1)c1ccc2ccccc2n1	3	-13	21	2.5	0	9	-10	-5	-1
COc1ccccc1OCC(=O)O/N=C(\N)c1ccccn1	12	-19	-13	4.0	5	13	-15	6	6
C/C=C(/C)C(=O)Nc1cccc(C2=NOC3(C2)C[C@@H](C(N)=O)N(C(=O)c2ccc(OC)cc2)C3)c1 (some centres undefined)	1	2	5	0.6	-13	7	-1	0	3
CC(C)[C@H](N)C(=O)N[C@H]1CCC2C3CC=C4C[C@@H](O)CC[C@]4(C)C3CC[C@@]21C (some centres undefined)	2	-2	16	4.1	16	8	7	2	-3
CCCNC(=O)C1(C)CCN1C(=O)c1ccccc1CCc1ccccc1 (centres undefined)	2	6	15	2.8	-7	2	-4	0	-6
O=[N+]([O-])c1ccc(N2CCN(CCO)CC2)cc1Sc1nc2ccccc2[nH]1	1	-4	20	4.2	-1	-5	-2	-4	6
Cc1[nH]nc2c1C(c1ccccn1)N(c1ccc(Br)cc1)C2=O (centres undefined)	-1	10	8	0.2	2	-1	6	-2	-16
COc1ccc(-c2ccnc(SCC(=O)Nc3ccccn3)n2)cc1	3	7	14	3.0	-21	-2	-5	-3	1
O=C(N/N=C\c1ccncc1)c1ccccc1O	0	-5	15	0.1	0	4	-5	0	11
Nc1ccc[n+](CC(=O)c2ccccc2)c1	0	-3	-6	0.5	-9	-2	-1	-1	-3
CN(C)S(=O)(=O)c1ccc(C(=O)OCC(=O)c2ccc3c(c2)NC(=O)CO3)cc1	2	17	3	1.2	-12	-3	6	10	3
CCOC(=O)C1=C(C)NC(=S)NC1c1ccc(C)s1 (centres undefined)	2	7	6	0.1	-5	-3	5	0	4
Cc1nc(NS(=O)(=O)c2ccccc2)sc1C(=O)NN	1	1	19	0.4	-13	-5	3	1	2
CCOC(=O)c1oc2ccccc2c1NC(=O)c1cccs1	2	-3	3	1.2	-13	12	-11	1	-3
C=CCc1c(C)nc(-c2ccccc2)nc1Nc1ccccc1O	4	3	-4	0.8	17	-2	2	3	1
NC(N)=NC(N)=Nc1cccc(Cl)c1	0	-9	3	0.2	-2	2	-4	0	13
CN(C)S(=O)(=O)N(CC(=O)Nc1ccc(F)c(F)c1)c1ccccc1	2	-1	16	2.6	-16	4	0	-1	0
COc1ccccc1CN(CC(=O)NCc1ccco1)C(=O)CNS(=O)(=O)c1ccccc1	2	10	17	1.2	-5	-3	2	0	5
N#Cc1ccc(N2CCOCC2)c([N+](=O)[O-])c1	0	1	7	0.8	-6	-2	-1	-2	0
Cc1ccc(OCC(O)CN2CCOCC2)c(C)c1 (centres undefined)	0	-5	1	0.1	-4	-2	-2	2	9
Cc1ccccc1-n1ncc(C(C)NC(=O)c2ccccc2)c1C (centres undefined)	6	-7	10	3.9	9	3	-11	7	-10
Cc1cccc(CC(Cc2nc3ccccc3[nH]2)c2nc3ccccc3[nH]2)c1 (centres undefined)	3	3	-2	2.7	9	5	-22	-2	-6
CC(C)C(=O)NC(c1cccs1)c1cc([N+](=O)[O-])c2cccnc2c1O (centres undefined)	1	-9	4	0.9	-5	2	-8	0	-4
CCOC(=O)c1c(C)nc2c(c1-c1ccc(OC)cc1)C(=O)CC(C)(C)C2	10	-7	15	2.3	-1	3	-12	0	3
CCn1ncc(CN2CCCC(C(=O)c3cccc(OC(C)C)c3)C2)c1C (centres undefined)	1	-18	-5	0.5	9	29*	-14	-10	38*
Cc1ccc(C)c(NC(=O)CSc2nnc(CNC(=O)c3ccco3)n2C)c1	0	7	6	0.2	-17	2	4	-2	-1
Cc1cccc(N=C2NC(=O)CS2)c1C	1	5	12	0.2	-16	-6	8	2	7
COc1cc(/C=N/NC(=O)c2ccc(N(C)S(=O)(=O)c3ccccc3)cc2)cc(OC)c1OC	11	-1	18	9.1	2	18	-12	3	4
Cc1nc2ccccc2n1S(=O)(=O)c1cc(C(=O)O)ccc1Cl	0	-1	10	1.7	-3	2	0	-2	0
O=C(COC(=O)c1ccc(C(F)(F)F)cc1)NC(=O)NC1CCCC1	1	0	1	-0.2	-9	1	2	2	0
Cc1c(NC(=O)COC(=O)C23CC4CC(CC(O)(C4)C2)C3)c(=O)n(-c2ccccc2)n1C	1	2	19	2.4	-21	1	10	-3	-4
O=C(c1cccc(Br)c1)N1CCN(C(=O)c2cccc(Br)c2)CC1	3	3	28	1.4	-19	-8	2	-4	-4
NCCNC(=O)Cn1c(=O)c2c3c(sc2n(Cc2ccccc2)c1=O)CCCC3	-1	-8	-23	-0.3	5	3	-15	-8	-9
COc1ccc(S(=O)(=O)NCC2CCC(C(=O)NCCCN3CCCC3=O)CC2)cc1 (centres undefined)	0	0	-25	0.0	5	-6	0	-4	2
S=c1[nH]c(-c2ccccc2)cn1/N=C/c1ccccc1Br	2	16	-1	0.5	-18	2	3	-1	-5
CCN1CCN(CCCOc2ccc(Cl)cc2Br)CC1	8	3	-10	1.6	6	-2	2	-13	-10
CCCCCNc1nc(N2CCCC2)c2c(c1C#N)CCN(C)C2	0	-2	5	-0.1	-8	-3	0	-10	-15
Cc1ccc(-c2csc(NC(=O)c3c(C)noc3C)n2)s1	7	-7	-4	0.5	-13	6	-6	-6	2
COc1ccc(C)cc1NC(=O)CN(C)S(=O)(=O)c1ccc2c(c1)CCCN2C(C)=O	10	-4	-19	4.8	13	11	-7	-2	12
O=C(N/C(=C/c1cn(-c2ccccc2)nc1-c1ccccc1)C(=O)N1CCOCC1)c1ccc(Cl)cc1Cl	2	6	28	0.8	-7	-3	2	-5	-19
CC(C)C(OC(=O)CN1C(=O)COc2ccccc21)C(=O)NC1CCCC1 (centres undefined)	0	8	17	0.3	-1	-7	2	-1	-6
CN(C(=O)c1ccc(NC(=O)Cc2cccc(NC(=O)C3CCCN(C(=O)CCc4ccccc4)C3)c2)cc1)C1CC1 (centres undefined)	0	0	9	2.5	-2	-3	-6	0	-12
Cc1ccc2nsnc2c1S(=O)(=O)NCc1cccnc1	1	9	19	1.2	-11	-1	5	1	4
COC(=O)[C@]12CCCCC=C1N(CCC1=CCCCC1)C(=O)[C@H](CC(=O)NCc1ccc(C)o1)C2	7	1	11	3.6	-12	1	-3	0	-2
CC(=O)Oc1cc2oc(=O)cc(C)c2cc1OC(C)=O	0	1	7	0.1	-1	-4	0	2	3
Nc1cc(Cl)c(N)cc1Cl	0	-3	-1	-0.2	-8	-3	-2	-1	11
Cc1c(C(=O)Nc2cccc([N+](=O)[O-])c2)cnn1-c1ccccc1	10	0	-17	1.5	7	16	-3	1	-3
CC(=O)Nc1sc(NC(=O)c2ccco2)nc1-c1cccs1	1	-1	0	2.1	-14	-3	-2	0	-2
CC1(C)CC(=O)C2=C(C1)N(c1cccc(Cl)c1)C(=O)NC2(C(F)(F)F)C(F)(F)F	1	4	-2	0.3	-9	-8	5	-1	-7
Cc1cc(C(=O)CN2C(=O)NC(C)(c3ccc(F)c(F)c3)C2=O)c(C)n1C1CC1 (centres undefined)	21	1	21	12	-2	1	-2	22	-4
CCc1c(C)[nH]c2nc3ccccc3n2c1=O	1	5	5	0.3	8	-9	8	-4	-12
Cc1cccc(NC(=S)NC(=O)CC2CC(C)(C)OC2=O)c1 (centres undefined)	0	-6	0	0.6	3	15	-9	-2	8
Cc1cc(NC(=O)CSCC(=O)OCc2nnc(-c3ccc(F)cc3)o2)no1	1	7	25	0.6	-5	-2	4	2	-3
O=C(NC(=S)Nc1ccc(N2CCCCC2)c(Cl)c1)c1cccs1	0	-1	-3	0.2	14	6	-5	0	11
O=C(Nc1ccnc(-c2ccncc2)n1)c1ccc(Cl)cc1	2	-3	25	1.6	-7	4	-6	2	-3
CC1CCCC(C)N1C(=O)c1ccc(S(=O)(=O)NCc2ccco2)cc1 (centres undefined)	12	-5	19	19*	-6	4	-7	5	-9
O=C(CN1CCCC1)N1c2ccccc2Sc2ccc(Cl)cc21	1	-18	19	1.2	-13	96*	-34	-26	94*
O=C(COC(=O)C1(c2ccccc2)CC1)NNC(=O)c1ccccc1	1	3	-23	-0.1	10	10	-9	3	1
COc1ccc(C2CC(=O)C(C=NCCN3CCN(C(C)=O)CC3)=C(O)C2)cc1 (centres undefined)	0	3	10	0.6	-1	5	0	-1	7
Next part:
SMILES	CHRM4 agonist	CHRM4 PAM	CHO-K1 Ca PAM	M1 ag parental	CHO-K1 Ca antag	M5 antag	CHRM5 PAM	CHRM5 agonist	M4 antag
CC(Oc1cc2oc(=O)c3c(c2cc1Cl)CCC3)C(=O)NCc1ccccn1 (centres undefined)	0	-3	14	2.6	-9	8	1	-7	4
Cc1ccsc1C(=O)Nc1cccc(-n2cnnn2)c1	2	-1	-9	1.2	-8	-4	0	0	-1
COc1cccc(/C=N/NC(=O)CNC(=O)COc2cccc(C)c2)c1O	3	-1	10	1.7	-12	0	4	1	-11
Cc1ccc(-n2nc(C)c3c(-c4cccs4)c(C#N)c(N)nc32)cc1	1	-3	17	0.8	-7	1	-1	-1	-2
CN(CC(=O)Nc1ccccc1Cl)CC(=O)Nc1sc2c(c1C(N)=O)CCC2	12	-8	-3	4.8	-1	9	-10	-2	-3
C=CCNC(=O)c1cc2c(=O)c3ccccc3oc2nc1C	1	-2	-1	1.7	5	-2	7	3	8
CC(=O)c1c(C)[nH]c(C(=O)Nc2ccc(Cl)cc2F)c1C	16	6	12	10	-14	-7	-1	4	-3
O=C(CCCCCNc1nc(=S)[nH]c2ccccc12)NCCC1=CCCCC1	1	-4	12	0.6	-17	6	-3	-2	8
CC(C)(C)OC(=O)NC(CCCCNC=O)C(=O)O (centres undefined)	0	-1	9	0.2	5	-7	0	-1	-2
CCCc1ccc2oc(C(=O)NCCCN3CCOCC3)c(C)c2c1	2	9	12	1.7	-13	-11	9	-4	-10
Cc1cc(C)cc(N(C(=O)c2csnn2)C(C(=O)NC2CCCCC2)c2ccccn2)c1 (centres undefined)	0	-1	-12	0.6	-11	4	-3	-2	-15

Results in CHRM4 PAM and CHO-K1 Ca antag (2 entries from above):
compound | CHRM4 PAM | CHO-K1 Ca antag
Cc1ccc(-c2csc(NC(=O)c3c(C)noc3C)n2)s1 | -7 | -13
COc1ccc(C2CC(=O)C(C=NCCN3CCN(C(C)=O)CC3)=C(O)C2)cc1 (centres undefined) | 3 | -1

A draw from above in order of molecular weight, highest first:
SMILES	CHRM4 agonist	CHRM4 PAM	CHO-K1 Ca PAM	M1 ag parental	CHO-K1 Ca antag	M5 antag	CHRM5 PAM	CHRM5 agonist	M4 antag
CCCc1ccc2oc(C(=O)NCCCN3CCOCC3)c(C)c2c1	2	9	12	1.7	-13	-11	9	-4	-10
C=CCNC(=O)c1cc2c(=O)c3ccccc3oc2nc1C	1	-2	-1	1.7	5	-2	7	3	8
Cc1ccsc1C(=O)Nc1cccc(-n2cnnn2)c1	2	-1	-9	1.2	-8	-4	0	0	-1

High-throughput results: PubChem BioAssay, The Scripps Research Institute Molecular Screening Center

Rows are unselected; overall some 2.7% were active at least once.
